SV40 large T antigen: SV40 large T antigen inhibitors, biochemical (AID 1903); SV40 large T antigen ATPase/helicase inhibition assay; higher % means a stronger effect; inhibition, % at 20 µM, or IC50 in µM where a hit was titrated; 310,000 tested, 0.39% active; in the data active = a potency from the dose series; note: strong numbers were not always called active
NOD1 inhibition: NOD1 signaling inhibitors, primary screen, cell-based, luminescence, uHTS (AID 1578); NOD1-driven NF-kB luciferase reporter cells, luminescence; higher % means a stronger effect; 290,000 tested, 1% active; one-dose inhibition, % at 4 µM; EC50 in µM for titrated hits; in the data active = inhibition mostly above about 36%, no sharp cut-off; inactive = mostly below about 34%;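 note: HEK-293T reporter cells stimulated with the NOD1 agonist gamma-tri-DAP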
GPR55 beta-arrestin: selective activators of receptor GPR55 – imaging, U2OS cells, beta-arrestin-GFP redistribution, primary screen (AID 1961) | U2OS GPR55 beta-arrestin-GFP redistribution imaging; higher % means a stronger effect | activation, % at 10 µM, or EC50 in µM where a hit was titrated | 290,000 tested, 0.048% active;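 active = activation above 40% with more than 50 cells counted in the well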;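 note: U2OS osteosarcoma cells stably expressing GPR55 and beta-arrestin-GFP; plate controls were DMSO negative control for no effect and LPI positive control for full effect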
MgcRacGAP inhibition: MgcRacGAP GTPase-activating activity inhibitors, confirmation, biochemical, ADP Hunter fluorescence; MgcRacGAP-stimulated Rac1 GTP hydrolysis, ADP Hunter fluorescence; higher % means a stronger effect; GST-tagged Rac1 F28L mutant substrate; AID 624330; inhibition, % at 30 µM; hits with a dose series show IC50 in µM; 340,000 tested, 0.6% active;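 active = first-screen hits whose inhibition reached a set limit at any dose in the follow-up dose series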;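 note: fluorescence reports GDP produced by GAP-driven GTP hydrolysis; strong numbers were not always called active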
GPR55 antagonists: inhibition of LPI-stimulated GPR55 beta-arrestin translocation – imaging, U2OS, beta-arrestin-GFP, LPI agonist, primary screen (AID 2013) | inhibition, % at 10 µM, or IC50 in µM where a hit was titrated | 290,000 tested, 0.13% active | U2OS GPR55 beta-arrestin-GFP translocation imaging, LPI antagonism; higher % means a stronger effect;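 active = spots per cell inhibited over 60%, with over 100 cells counted and total cytoplasm intensity under 500,000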;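 note: U2OS cells stably carrying GPR55 and arrestin-GFP stimulated by 5 µM LPI near EC80; imaged beta-arrestin-GFP aggregate spots per cell after agonist stimulation; plate controls were LPI-stimulated DMSO wells for no effect and DMSO wells without LPI for full effect; some results filed as inactive read as strong as hits; confirmed hits need IC50 under 10 µM and bright autofluorescent wells are also inconclusive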
KOR beta-arrestin-1: KOR antagonists, beta-arrestin recruitment, cell-based, luminescence, uHTS (AID 1778) | KOR beta-arrestin recruitment, luminescence, antagonist mode; higher % means a stronger effect | one-dose inhibition, % at 10 µM; IC50 in µM for titrated hits | 290,000 tested, 0.091% active; note: strong numbers were not always called active
HIV fusion peptide: cell-free HIV fusion peptide-binding blockers – biochemical, uHTS, fluorescence dequenching, primary screen (AID 1986); 290,000 tested, 0.3% active; one-dose inhibition, % at 20 µM; IC50 in µM for titrated hits; cell-free peptide binding, fluorescence dequenching, 30 min; higher % means a stronger effect; in the data active = inhibition mostly above about 52%, no sharp cut-off; inactive = mostly below about 76%; note: some results filed as inactive read as strong as hits
NOD2 inhibition: inhibition of NOD2-driven NF-kB reporter – cell-based, luminescence, uHTS, HEK293 (AID 1566); HEK293 NOD2/NF-kB luciferase reporter, luminescence; higher % means a stronger effect; 290,000 tested, 0.63% active; one-dose inhibition, % at 4 µM; EC50 in µM for titrated hits; note: many of its hits are not listed in these tables
KOR beta-arrestin-2: KOR agonists, beta-arrestin recruitment, primary screen, cell-based, luminescence, uHTS (AID 1777); activation, % at 10 µM; hits with a dose series show EC50 in µM; KOR beta-arrestin recruitment, luminescence; higher % means a stronger effect; 280,000 tested, 0.02% active; in the data active = activation above about 50%, passing the limit was not always enough; note: a part of the inactive calls stands beside numbers as strong as those of hits
* hit, by the source's call; / = not tested or not shown; [ ] = remark or other dose. Cut-off read from the data, not from the text of the source, unless noted: active = inhibition above about 50%; inactive = the rest. An excerpt, so the mix of outcomes need not match the whole.

SMILES,KOR beta-arrestin-1,HIV fusion peptide,MgcRacGAP inhibition,SV40 large T antigen,NOD1 inhibition,GPR55 antagonists,KOR beta-arrestin-2,NOD2 inhibition,GPR55 beta-arrestin
COCCCN1C(=O)C(=O)/C(=C(/O)c2ccc(S(=O)(=O)N3CCCCC3)cc2)C1c1ccc(O)c(OC)c1 (configuration not stated),-30.3%,17.6%,-1.2%,10.9%,-10.3%,10.7%,-2.2%,4.6%,0.6%
O=C(NCC(=O)N(c1ccc(F)cc1)C(C(=O)NC1CCCC1)c1cccnc1)c1ccco1 (configuration not stated),-6.0%,-0.4%,3.0%,-7.1%,4.0%,7.3%,2.2%,1.4%,-0.1%
Cn1nc(-c2ccccc2)c(C(=O)Nc2ccc(C(F)(F)F)cc2)c1Cl,-11.4%,-1.9%,9.4%,-0.6%,-16.4%,34.3%,-0.6%,4.7%,-0.1%
Cn1nc(C(F)(F)F)c(C(=O)Nc2cccc(C(F)(F)F)c2)c1SCc1ccc(Cl)cc1,-36.9%,1.1%,12.3%,4.7%,16.8%,1.6%,0.9%,-5.5%,0.3%
O=C(Cn1ccc([N+](=O)[O-])n1)NCc1cccs1,-12.0%,-2.4%,4.4%,0.9%,-0.5%,15.0%,-3.2%,8.4%,-0.1%
COc1cccc(NC(=O)c2nn(-c3ccc(OC)cc3OC)c(=O)c3ccccc23)c1,3.2%,-2.7%,5.1%,5.2%,-18.5%,-2.6%,0.4%,10.3%,0.0%
Cc1[nH]n(C(N)=S)c(=O)c1N=Nc1ccc(S(=O)(=O)N2CCCCCC2)cc1,13.3%,11.4%,7.7%,30.9%,-1.6%,3.1%,/,-1.5%,0.6%
Cc1cc(-c2ccco2)n(CC(=O)NCCCc2ccccc2)n1,-41.7%,2.1%,6.1%,-2.1%,-16.1%,9.4%,-2.1%,9.8%,-0.3%
Cc1ccc(NNS(=O)(=O)c2ccc(C)cc2)cc1,-23.5%,13.6%,2.4%,4.7%,-52.4%,14.1%,4.7%,1.4%,-0.1%
O=C(Cc1cccc2ccccc12)Nc1ccccc1C(=O)O,-16.6%,2.4%,6.5%,24.5%,-48.8%,-10.5%,5.7%,-61.8%,-0.1%
CCn1c2ccccc2c2nn(C)c(=N)nc21,47.3%,-2.5%,10.3%,-1.3%,-24.0%,4.4%,-2.9%,-4.1%,-0.1%
COc1ccccc1NC(=O)/C=C\c1ccco1,10.1%,14.7%,18.0%,7.5%,-4.6%,-9.2%,3.7%,-23.2%,0.0%
O=C(N/N=C\c1ccc(COc2ccc([N+](=O)[O-])cc2)o1)c1cccc(Cl)c1,-26.4%,-1.4%,9.0%,19.3%,-25.2%,-9.5%,-1.1%,-20.3%,-0.1%
CC(=O)Nc1ccc(N/C(N)=N/c2nc(C)cc(C)n2)cc1,8.1%,2.4%,1.4%,9.4%,-23.8%,-3.4%,-0.3%,14.6%,-0.4%
Cc1ccc(/C=C(\C#N)c2nc3ccccc3[nH]2)s1,10.7%,1.4%,-1.2%,2.3%,-86.1%,3.2%,-1.2%,-175.1%,-0.1%
Cc1c(NC(=O)C(C)OC(=O)c2ccc([N+](=O)[O-])s2)c(=O)n(-c2ccccc2)n1C (configuration not stated),-4.0%,-2.3%,4.3%,-6.7%,-36.7%,4.9%,-2.3%,9.3%,0.8%
Cc1cccc(OCCNC(=O)c2ccc(Oc3ccc(C(F)(F)F)cc3[N+](=O)[O-])cc2)c1,-15.1%,-2.1%,3.0%,-1.1%,6.3%,6.9%,0.9%,17.7%,-0.3%
O=C(Nc1ccc2oc(-c3ccncc3)nc2c1)c1ccc2c(c1)OCO2,24.8%,31.0%,12.4%,18.9%,-5.0%,10.0%,1.5%,17.3%,-1.9%
CSc1cccc(NC(=O)CCNC(=O)c2ccco2)c1,22.6%,1.3%,14.3%,2.9%,-25.1%,2.2%,-4.7%,18.8%,-0.3%
CCOC(=O)C1CCN(c2cc(C)nc3ccc(OC)cc23)CC1,6.4%,-0.1%,15.1%,5.2%,-13.8%,6.4%,-1.6%,22.8%,0.0%
COc1ccc(OC(C)C(=O)N(C)Cc2nc(-c3ccc(OC)cc3)no2)cc1 (configuration not stated),2.0%,-1.8%,4.1%,0.3%,12.3%,9.9%,1.2%,24.2%,0.2%
CC[n+]1c(C)sc2c(C)cc(C)cc21,17.7%,-3.8%,17.3%,12.6%,-1.9%,2.4%,-2.2%,16.4%,-0.4%
CCOC(=O)c1ccccc1OCc1cc(/C=N/n2cncn2)ccc1OC,17.5%,0.7%,1.2%,2.2%,-0.4%,5.0%,-3.4%,9.6%,-0.4%
CCN(CC)S(=O)(=O)c1nnc(NC(=O)c2ccco2)s1,1.8%,-2.5%,9.7%,8.5%,11.6%,9.7%,1.8%,3.2%,-0.2%
C=CCn1c(=O)c(C(=O)NCc2ccccc2Cl)c(O)c2ccccc21,-10.2%[20 µM],6.4%,0.0%,7.7%,-4.9%,-13.0%,0.0%,24.5%,-0.2%
COc1cn(-c2ccccc2)nc1C(=O)NCc1ccccc1,14.1%,-2.8%,-2.3%,12.7%,12.8%,6.8%,2.1%,-11.5%,0.2%
CCN1CCN(C(=O)c2ccc(-c3nc4ccccc4s3)s2)CC1,2.0%,-0.5%,11.1%,0.2%,-43.4%,3.8%,-1.6%,-67.6%,-0.1%
Clc1nnc(N2CCCCC2)c2ccccc12,-24.2%[20 µM],-0.8%,2.3%,15.8%,-18.2%,14.8%,/,-4.3%,0.2%
CCCCN(CC)C(=O)CSc1cc(=O)n(C)c2ccccc12,30.1%,1.5%,1.4%,1.6%,-28.6%,10.9%,-2.9%,1.1%,-0.1%
COC(=O)c1cc2sccc2n1CC(=O)N1CCCc2ccccc21,8.6%,2.1%,4.6%,3.3%,-32.4%,-3.5%,1.0%,-14.4%,-0.4%

Whole records, looked up by structure.
O=C(N/N=C\c1ccc(COc2ccc([N+](=O)[O-])cc2)o1)c1cccc(Cl)c1 reads KOR beta-arrestin-1: -26.4%; HIV fusion peptide: -1.4%; MgcRacGAP inhibition: 9.0%; SV40 large T antigen: 19.3%; NOD1 inhibition: -25.2%; GPR55 antagonists: -9.5%; KOR beta-arrestin-2: -1.1%; NOD2 inhibition: -20.3%; GPR55 beta-arrestin: -0.1%
Clc1nnc(N2CCCCC2)c2ccccc12 reads KOR beta-arrestin-1: -24.2%[20 µM]; HIV fusion peptide: -0.8%; MgcRacGAP inhibition: 2.3%; SV40 large T antigen: 15.8%; NOD1 inhibition: -18.2%; GPR55 antagonists: 14.8%; KOR beta-arrestin-2: /; NOD2 inhibition: -4.3%; GPR55 beta-arrestin: 0.2%

Next structures follow.
SMILES,KOR beta-arrestin-1,HIV fusion peptide,MgcRacGAP inhibition,SV40 large T antigen,NOD1 inhibition,GPR55 antagonists,KOR beta-arrestin-2,NOD2 inhibition,GPR55 beta-arrestin
CNc1ncc(C(=O)c2ccc(Br)cc2)s1,10.1%,-1.9%,4.5%,4.5%,-52.9%,3.7%,-1.8%,-106.0%,0.2%
CCOC(=O)C1CCCN(C2=C(NS(=O)(=O)c3ccc(Br)cc3)C(=O)c3ccccc3C2=O)C1 (configuration not stated),-2.1%,1.6%,10.8%,11.9%,-14.3%,4.7%,11.7%,21.7%,0.5%
CN(Cc1ccon1)C(=O)CC1C(=O)NCCN1Cc1ccccc1C(F)(F)F (configuration not stated),11.7%,0.2%,-2.4%,/,-21.5%,8.2%,-4.2%,9.0%,0.5%
C=CCN(C(=O)c1csnn1)C(C(=O)NCc1ccc(F)cc1)c1cccs1 (configuration not stated),-38.2%,-1.2%,-1.7%,-3.1%,-10.0%,5.7%,3.4%,1.8%,-0.2%
O=C(NC(=S)Nc1ccccc1N1CCCC1)c1ccccc1Br,-13.7%,-0.3%,6.6%,11.1%,11.6%,-2.6%,-3.6%,12.8%,-0.2%
N/C(Cc1ccc(Cl)c(Cl)c1)=N\OC(=O)c1ccc(Br)o1,4.0%,3.3%,4.3%,9.9%,-8.6%,12.5%,-1.3%,-24.2%,-0.2%
CN(C(=O)Cc1ccccc1)n1cnnc1,6.3%,-0.5%,8.4%,10.6%,-45.9%,3.5%,-1.1%,-87.9%,0.4%
O=c1[nH][nH]c(-c2ccccc2)c1C=Nc1ccc(OC(F)(F)F)cc1,-7.9%,-2.5%,8.3%,15.7%,-33.9%,4.6%,-3.2%,10.2%,-0.2%
COc1cccc(CN2C(=O)CCC2(C)C(=O)NCCc2ccc(OC)c(OC)c2)c1 (configuration not stated),11.6%,0.0%,6.3%,18.4%,1.7%,7.3%,-4.1%,10.1%,-0.1%
Cc1cc(C)n(CC(O)COc2ccc(Cl)cc2)n1 (configuration not stated),-32.2%[20 µM],-0.6%,8.1%,7.5%,-16.2%,-2.7%,-1.7%,12.8%,0.6%
Cc1ccc(/C=c2\sc3nc(-c4ccco4)nn3c2=O)o1,-16.1%,32.9%,21.0%,49.7%,-10.8%,1.9%,-4.7%,14.3%,0.4%
N#CCCCSc1nnnn1-c1cccc(Cl)c1,19.1%,-0.6%,6.5%,16.9%,/,6.4%,0.2%,-2.7%,0.7%
COc1ccc(CN(C)C(=O)c2ccc3c(=O)n4c(nc3c2)CCC4)cc1,-8.5%,-0.1%,2.8%,2.8%,-12.3%,-17.3%,4.6%,14.6%,0.0%
O=C(NCc1cccnc1)C(=O)Nc1nc(C23CC4CC(CC(C4)C2)C3)cs1,-4.2%,2.0%,-7.9%,14.1%,0.0%,-26.0%,3.8%,-10.0%,0.0%
COC(=O)c1cc(NC(=O)C2COc3ccccc3O2)ccc1Cl (configuration not stated),21.1%,1.4%,9.4%,1.6%,-36.9%,0.6%,-1.9%,-21.1%,-0.1%
COc1ccc(OC)c(N=c2oc3c(OC)cccc3cc2C(=O)NCc2ccco2)c1,12.0%,0.6%,0.6%,/,-49.3%,4.9%,-1.2%,2.9%,0.2%
Cc1cc(C(=O)N2CCOCC2)ccc1[N+](=O)[O-],-22.7%[20 µM],-0.1%,-4.2%,10.8%,-25.3%,-3.6%,/,10.1%,0.2%

Results in MgcRacGAP inhibition (2 entries from above):
smiles	MgcRacGAP inhibition
C=CCN(C(=O)c1csnn1)C(C(=O)NCc1ccc(F)cc1)c1cccs1 (configuration not stated)	-1.7%
COc1ccc(CN(C)C(=O)c2ccc3c(=O)n4c(nc3c2)CCC4)cc1	2.8%

Ordered by value in GPR55 antagonists (highest first): 3 from the list above.
molecule | GPR55 antagonists
O=C(Cn1ccc([N+](=O)[O-])n1)NCc1cccs1 | 15.0%
COc1ccc(OC(C)C(=O)N(C)Cc2nc(-c3ccc(OC)cc3)no2)cc1 (configuration not stated) | 9.9%
O=C(NCC(=O)N(c1ccc(F)cc1)C(C(=O)NC1CCCC1)c1cccnc1)c1ccco1 (configuration not stated) | 7.3%
